# Screens (PubChem)
# HCV NS3 hel inh – inhibitors of HCV NS3 helicase, primary screen, biochemical, Cy5 molecular beacon fluorescence; Hepatitis C virus NS3 helicase; NS3 helicase DNA unwinding; inhibition, % at 10.9 µM; 0.56% of 290,000 active;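 active = inhibition above the mean of all tested compounds plus 3 SD, set per campaign, cut at about 35% in these data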;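 also: 0% = DMSO wells and 100% = thioflavine S control wells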
#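 Measured by: Cy5 fluorescence, 0 and 60 min reads / Assay system: NS3 helicase fragment of HCV / Control set: low DMSO, high thioflavine S at 110 µM / Times: 1 h reaction at 25 °C, ATP-initiated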
# M18AAP inhibitor – PfM18AAP inhibitors, malaria aminopeptidase, primary screen, biochemical, QFRET, recombinant enzyme. H-Glu-NHMec fluorogenic cleavage. 1.2% of 290,000 active. inhibition, % at 7.35 µM;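 active = inhibition above the campaign mean inhibition over all tested compounds plus 3 SD, cut at about 28% in these data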;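 also: 0% = plate median of test compound wells and 100% = 2 mM ZnCl2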
# FID counter – compounds displacing fluorescent DNA intercalator, primary screen, artefact control for HCV NS3 helicase inhibitor project, biochemical, FID fluorescence; 0.17% of 290,000 active; inhibition, % at 7.9 µM; DNA fluorescent intercalator displacement; in the data active = inhibition above about 37%;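 also: 0% = vehicle and 100% = reference compound; higher means more ethidium bromide displaced from hairpin DNA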
# VIM-2 inh – VIM-2 metallo-beta-lactamase inhibitors, primary screen, biochemical, epi-absorbance readout, Pseudomonas aeruginosa enzyme; purified VIM-2, nitrocefin hydrolysis, epi-absorbance fluorescence; inhibition, % at 5.6 µM; 0.89% of 290,000 active;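 active = inhibition above the mean of all tested compounds plus 3 SD, cutoff set per screening run, cut at about 7.5% in these data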;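 also: red hydrolysis product quenches plate fluorescence so inhibitors raise well fluorescence; 0% = enzyme with DMSO and 100% = DMSO without enzyme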
# IMP-1 inh – IMP-1 metallo-beta-lactamase inhibitors, primary screen, biochemical, epi-absorbance readout, Pseudomonas aeruginosa enzyme; purified IMP-1, nitrocefin hydrolysis, epi-absorbance fluorescence; inhibition, % at 5.6 µM; 0.45% of 290,000 active; AID 1556, 2009;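 active = inhibition above the mean plus 3 SD of all compounds in the same screening run, cut at about 4.5% in these data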;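 also: 0% = IMP-1 with DMSO and 100% = DMSO wells lacking enzyme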
#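 assay system = purified recombinant IMP-1 metallo-beta-lactamase enzyme | schedule = 15 min preincubation plus 25 min reaction at 25 °C | signal = Epi-absorbance fluorescence, 480 nm excitation, 530 nm emission | read-out basis = percent inhibition from optical density relative to buffer-blank wells | controls = IMP-1 with DMSO as 0%, enzyme-free DMSO as 100%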
# IDE inh – human IDE inhibitors in live cells, primary screen, fluorescence polarization, HEK cells, FAbetaB substrate; Insulin-degrading enzyme (Homo sapiens), P14735; FAbetaB cleavage; inhibition, % at 5.59 µM; 0.41% of 320,000 active;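 active = percent inhibition above the average of all tested compounds plus 3 SD, set per screening campaign, cut at about 16% in these data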;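 also: IDE supplied by intact live HEK cells; FP after avidin binding of uncleaved biotin substrate so inhibition keeps polarization high; 0% = DMSO wells and 100% = 60 µM reference IDE inhibitor Ii1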
# SUMO HTRF inh – inhibitors of in vitro SUMOylation cascade, primary screen, biochemical, HTRF, uHTS; SUMO-conjugating enzyme UBC9 (Homo sapiens), P63279; HTRF SUMOylation assay, SAE1/SAE2 + UBC9; inhibition, % at 35 µM; 0.36% of 290,000 active; AID 2006, 2009; in the data active = inhibition above about 50%, passing the limit was not always enough; also: strong numbers were not always called active
# pCIP destab – p/CIP-EGFP fusion destabilizers, primary screen, fluorescence, F442A cells; AID 1984, 2009; decrease of EGFP signal, % at 10 µM; 0.01% of 290,000 active; 16 h;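 active = EGFP signal decrease of at least 30% at 10 µM or well 3 SD below plate mean, unless failing retest; inactive = the rest, including hits failing retest or dose response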; also: some compounds called inactive have numbers as strong as hits; many of its hits are not listed in these tables
# Target sequence (Q05BA5 1-1403): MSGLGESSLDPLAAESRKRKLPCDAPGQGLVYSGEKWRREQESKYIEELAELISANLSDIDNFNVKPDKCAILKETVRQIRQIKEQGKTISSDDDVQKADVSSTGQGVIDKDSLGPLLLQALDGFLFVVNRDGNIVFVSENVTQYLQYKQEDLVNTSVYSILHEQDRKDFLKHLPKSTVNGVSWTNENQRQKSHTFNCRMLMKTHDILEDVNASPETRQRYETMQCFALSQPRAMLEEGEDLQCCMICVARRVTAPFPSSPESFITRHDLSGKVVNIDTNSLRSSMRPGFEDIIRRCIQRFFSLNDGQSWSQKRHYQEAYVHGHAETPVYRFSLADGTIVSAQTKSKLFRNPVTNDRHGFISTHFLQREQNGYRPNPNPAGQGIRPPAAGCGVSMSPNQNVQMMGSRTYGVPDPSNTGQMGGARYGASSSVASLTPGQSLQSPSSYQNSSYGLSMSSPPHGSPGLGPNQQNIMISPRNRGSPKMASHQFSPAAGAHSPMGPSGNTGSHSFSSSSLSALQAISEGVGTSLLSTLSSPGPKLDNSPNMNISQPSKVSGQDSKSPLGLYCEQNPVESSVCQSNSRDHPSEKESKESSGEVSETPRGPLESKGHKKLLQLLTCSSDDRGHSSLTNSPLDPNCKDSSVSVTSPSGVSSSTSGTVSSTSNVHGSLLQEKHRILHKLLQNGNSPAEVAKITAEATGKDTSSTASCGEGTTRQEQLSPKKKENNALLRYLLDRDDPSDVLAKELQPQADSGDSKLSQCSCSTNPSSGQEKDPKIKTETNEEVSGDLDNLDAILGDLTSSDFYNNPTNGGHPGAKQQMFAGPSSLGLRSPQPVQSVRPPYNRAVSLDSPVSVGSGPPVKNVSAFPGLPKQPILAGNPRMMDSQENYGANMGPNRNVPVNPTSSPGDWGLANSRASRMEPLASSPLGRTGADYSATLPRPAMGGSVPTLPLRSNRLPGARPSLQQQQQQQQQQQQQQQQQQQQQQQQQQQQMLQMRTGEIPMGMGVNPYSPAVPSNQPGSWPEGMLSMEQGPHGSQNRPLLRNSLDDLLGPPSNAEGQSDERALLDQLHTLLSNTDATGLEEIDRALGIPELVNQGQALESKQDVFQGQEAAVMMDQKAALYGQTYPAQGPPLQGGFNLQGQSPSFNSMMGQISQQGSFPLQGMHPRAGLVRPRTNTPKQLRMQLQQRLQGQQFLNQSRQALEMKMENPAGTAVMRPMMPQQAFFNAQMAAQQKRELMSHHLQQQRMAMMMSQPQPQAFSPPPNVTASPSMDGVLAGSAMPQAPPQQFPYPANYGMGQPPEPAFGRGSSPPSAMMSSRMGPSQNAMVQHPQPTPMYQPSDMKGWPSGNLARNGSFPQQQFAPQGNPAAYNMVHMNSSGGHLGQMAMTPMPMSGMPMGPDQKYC
# IDE cell activ – human IDE activators in live cells, primary screen, fluorescence polarization, HEK cells, FAbeta-B substrate; FAbeta-B cleavage; 0% vehicle, 100% cell-free pure enzyme wells; activation, % at 5.96 µM; 0.073% of 340,000 active; AID 493087, 2011;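 active = activation above the mean of all tested compounds plus 3 SD, set per screening campaign, cut at about 17% in these data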
# Active calls of the source: *; nt = no result given.
SMILES,HCV NS3 hel inh,M18AAP inhibitor,FID counter,VIM-2 inh,IMP-1 inh,IDE inh,SUMO HTRF inh,pCIP destab,IDE cell activ
O=C(OCCN1CCCCC1)C1(c2ccccc2)CCCC1,-2.8,0.6,7.9,-3.8,-1.2,6.3,-0.6,-7.4,-1.3
COc1cccc(CNC(=O)CCN2C(=O)[C@@H]3Cc4ccccc4CN3C2=O)c1,14.2,-8.3,-28.6,-1.8,-1.4,0.6,21.1,-5.0,-1.4
c1cncc(-c2nc(NCC3CCCO3)c3ccccc3n2)c1 (stereo unspecified),2.4,-0.8,-18.3,0.4,0.1,4.2,10.8,-9.9,-3.7
CCOC(=O)C1(CC2CC2)CCN(Cc2cnc(-c3ccc(OC)cc3)nc2)CC1,-5.8,-9.6,-1.5,-1.8,-2.8,1.7,6.9,-6.9,3.3
COc1ccc(Cl)cc1C(=O)Nc1ccc2c(c1)OCO2,-11.6,-4.5,6.2,1.1,0.6,2.7,-4.9,8.5,3.2
COc1ccc(-c2cc(C)nc(SCc3cccc(C(=O)O)c3)n2)cc1,30.3,-6.3,-37.8,1.5,-3.9,3.8,14.0,-5.5,2.6
Oc1[nH]c2ccc(Br)cc2c1N=NC(=S)N1CCOCC1,17.4,8.2,-2.9,-5.0,-5.8,8.1,-67.7,-13.3,-18.0
CC1(C)CC(=O)C2=C(C1)N(c1ccccc1)C(N)=C(C#N)C2c1ccsc1 (stereo unspecified),-6.5,1.6,-7.0,-4.0,-1.6,3.7,16.5,-2.4,0.1
c1coc(CSCc2cn3cccnc3n2)c1,-4.0,-0.5,-0.4,-3.2,-3.4,-7.2,26.4,-3.4,4.7
CN(CC(=O)Nc1ccc(F)cc1)S(=O)(=O)c1ccc2c(c1)c(=O)n(C)c(=O)n2C,5.4,-11.5,-11.3,-1.1,0.4,-9.1,9.3,-5.5,-4.0

# Some entries already given, limited to HCV NS3 hel inh, IDE inh and VIM-2 inh.
SMILES	HCV NS3 hel inh	IDE inh	VIM-2 inh
Oc1[nH]c2ccc(Br)cc2c1N=NC(=S)N1CCOCC1	17.4	8.1	-5.0
CC1(C)CC(=O)C2=C(C1)N(c1ccccc1)C(N)=C(C#N)C2c1ccsc1 (stereo unspecified)	-6.5	3.7	-4.0
COc1ccc(Cl)cc1C(=O)Nc1ccc2c(c1)OCO2	-11.6	2.7	1.1

# (listing goes on)
SMILES,HCV NS3 hel inh,M18AAP inhibitor,FID counter,VIM-2 inh,IMP-1 inh,IDE inh,SUMO HTRF inh,pCIP destab,IDE cell activ
COc1ccc(C)cc1N=Nc1ccc(O)c2ncccc12,2.7,-5.1,-9.8,-3.0,-3.2,nt,-137.1,15.1,-11.3
CCn1cc(C(=O)N2CCCC(C(=O)c3ccc4ccccc4c3)C2)cn1 (stereo unspecified),1.9,5.1,-36.1,-0.8,-1.8,-2.3,3.2,-0.5,-0.6
COc1ccc(C2C(C#N)=C(N)OC3=C2C(=O)CC(C)C3)c(OC)c1OC (stereo unspecified),-1.4,-1.5,-4.8,-2.3,-1.9,4.2,3.2,2.2,4.1
Cc1cc(=O)oc2cc(O[C@@H]3O[C@H](CO)[C@@H](O)[C@H](O)[C@H]3O)ccc12,17.0,3.6,-8.5,-1.9,-4.7,10.3,-3.7,-3.2,-4.0
Cc1sc2ncn(CC(=O)NCCCC(=O)N3CCN(Cc4ccc5c(c4)OCO5)CC3)c(=O)c2c1C,-2.1,-14.4,-17.1,0.7,-2.1,-1.1,9.6,-12.8,-1.1
O=C(OCC1OC(n2ccc(=O)[nH]c2=O)C(Cl)C1O)c1ccccc1 (stereo unspecified),6.6,-2.4,-4.3,-2.1,-3.3,nt,17.9,-6.0,-3.0
O=C(N1CCOCC1)N(Cc1ccccc1)c1ccccn1,-0.1,-11.5,-8.7,-0.4,0.1,-2.0,-14.3,-6.8,4.6
Cc1ccc(C(=O)CSc2nccn2-c2ccccc2)cc1,-2.1,3.1,-8.8,-7.0,-3.4,4.3,-9.0,-13.2,1.1
CCN1CC2=C(OC(N)=C(C#N)C2c2cccs2)/C(=C\c2cccs2)C1 (stereo unspecified),6.0,17.1,-18.2,-0.2,-1.8,9.1,7.8,-6.9,-1.1
CC(C)n1c(O)c(N=NC(=O)Cn2ccc(C(F)(F)F)n2)c2ccccc21,-5.8,1.7,2.6,-2.9,-3.1,-2.5,4.7,1.5,4.2
c1cncc(CNc2ccc3c(c2)OCO3)c1,-2.6,13.3,-2.6,-3.4,-0.1,0.8,-4.6,-8.3,5.2
COC(=O)Cn1c(O)c(N=NC(=O)CNC(=O)c2ccc3c(c2)OCCO3)c2ccccc21,-5.4,0.7,-23.1,-1.2,-4.1,4.4,nt,-15.3,-2.2
COc1cccc(COCCN2CCN(S(=O)(=O)c3ccc(C)cc3)CCC2=O)c1,-9.6,2.5,-30.0,-2.0,-2.0,-2.9,-2.5,-6.1,3.2
Cc1ccc(NC(=O)NCCCN2CCOCC2)cc1,-3.9,-2.4,-1.1,-0.1,-4.1,2.5,-1.5,-8.0,0.6
Cn1c(=O)c2sccc2n2c(CCCC(=O)N3CCN(c4ccccn4)CC3)nnc12,6.5,-14.1,-27.8,13.1*,-3.6,1.9,29.0,1.1,-3.9
COc1ccc(S(=O)(=O)NCC(=O)NCc2cc(=O)n(C)c(=O)n2C)cc1F,7.2,-9.4,-7.4,-1.1,-2.0,-9.9,20.3,-6.6,6.1
COc1cc(OC)nc(NC(=O)CN2CCN(c3ccc(F)cc3)CC2)n1,1.4,-0.4,-21.4,-1.4,-2.0,-2.8,12.2,-5.1,-1.6
CC1Cn2c(nnc2-c2cc3ccccc3cc2O)S1 (stereo unspecified),6.4,8.7,-8.9,1.5,-3.6,3.1,26.6,-13.7,4.2
COc1cc(C)c(/C=C(\C#N)C(=O)Nc2cccc(C)c2)cc1C(C)C,2.0,-1.1,-3.3,-3.6,-2.1,2.2,11.8,-4.7,2.9
Cc1cc(=O)c(C(=O)O)cn1-c1ccc(C(C)C)cc1,1.6,4.4,-10.4,-0.2,-2.8,-2.2,9.1,-0.4,-3.4
Cc1cc(O)c(-c2cc(C(=O)NCc3ccc4c(c3)OCO4)[nH]n2)cc1C,-1.5,-7.8,0.5,-4.1,-5.8,4.8,14.3,3.6,1.1
CCOC(=O)c1c(NC(=O)CSc2n[nH]c(-c3ccco3)n2)sc(C)c1C,11.0,30.8*,-34.0,-1.6,-3.7,2.9,-28.4,7.3,3.1
CCc1ccccc1S(=O)(=O)Cc1ccc(C(=O)NC(C)C)o1,-3.0,2.3,-5.9,1.1,-3.0,6.4,nt,nt,-0.3
Cc1ccc(N2CCN(c3ccc(C)cc3)C2c2ccncc2)cc1,1.1,-12.4,7.5,1.4,0.2,1.2,2.6,-0.9,2.1
COc1ccc(/C([O-])=C(/C(=S)Nc2ccc(C)c(C)c2)n2c[n+](C)c3ccccc32)cc1OC,-17.6,8.4,3.0,-1.6,-2.3,0.1,-0.3,0.7,2.9
COc1cc(C)nc(NS(=O)(=O)c2ccccc2Cl)n1,11.0,0.9,-0.3,1.2,-0.7,-2.7,4.1,-3.2,-0.2
CNCc1cc(Cl)cc(OC)c1OC(C)C,-0.5,-0.5,-1.8,-2.8,-4.3,nt,-0.6,-6.3,-1.9
Cc1ccc(C(=O)CSc2nnc(-c3ccco3)o2)o1,11.3,7.0,-5.1,1.1,-2.3,2.1,-0.8,-11.0,-5.1
COc1ccc(C(=O)O)cc1S(=O)(=O)Nc1cccc(C)c1,2.8,-5.9,-5.1,-6.0,-5.5,4.3,-0.5,-2.6,5.5
O=C(CCNC(=O)Cn1cnc2ccccc2c1=O)NCC1COc2ccccc2O1 (stereo unspecified),-2.4,-2.9,-6.2,-1.8,-1.7,-5.0,-18.4,-7.4,-2.0
CCOc1ccccc1CNS(=O)(=O)c1ccc2c(c1)C(C)(C)C(=O)N2C,-1.2,-2.9,-38.8,-0.9,-1.8,0.3,2.1,2.9,2.4
COCCC1CCCCN1C(=O)c1cc(COc2ccc(-n3cncn3)cc2)on1 (stereo unspecified),0.3,-1.2,-36.4,-1.4,-2.8,4.6,1.1,-9.8,4.5
Cc1cccc(NC(=O)c2c([N+](=O)[O-])c(C(C)(C)C)nn2C)c1,10.3,-7.6,-1.7,0.7,1.4,2.4,-21.8,-18.0,2.7
CN(C)CC(C)(C)CNC(=S)Nc1ccc(S(=O)(=O)N2CCOCC2)cc1,-16.4,1.2,-8.3,-2.9,-2.2,0.5,0.6,3.0,1.6
O=C(Cn1cnc2c(nnn2-c2cccc(Cl)c2)c1=O)NCc1ccccc1,-3.0,5.7,-1.4,-1.7,-2.8,1.6,10.1,3.3,2.7
O=C(NC(=S)Nc1cccc(Cl)c1N1CCCCC1)c1ccc2c(c1)OCCO2,0.4,-0.1,-2.3,-1.4,-2.9,2.4,-2.6,4.2,5.2
COc1ccc(C(=O)NNC(=O)C(=O)NCc2ccccc2)cc1,2.1,21.9,17.5,-4.4,-1.6,1.7,-10.6,12.8,-4.3
O=C(CSc1ccccc1C(=O)NCCCN1CCCC1=O)NCc1ccco1,-1.0,14.4,-7.2,-2.0,-2.4,5.5,-3.7,-5.3,-1.1
CCCCCC(=O)NC(NC(=S)N1CCOCC1)C(Cl)(Cl)Cl (stereo unspecified),1.1,1.6,-7.8,-0.8,-2.3,0.1,15.8,-19.7,3.9
O=C(CCc1ccccc1)N1CCN(c2ccc(Cl)cc2)CC1,-0.4,9.2,-28.8,0.7,-1.6,-2.4,8.4,-14.0,-1.0
O=C(COC(=O)c1ccccc1NS(=O)(=O)c1cccs1)NC1CCCCC1,10.1,-0.5,-19.1,-1.4,-0.7,-4.9,-1.1,-10.2,-3.8
O=C(CCNS(=O)(=O)c1ccc(Br)cc1)NCc1ccc2c(c1)OCO2,-5.3,1.2,-6.6,-2.6,1.2,-8.1,1.1,5.6,1.4
CCN(CC)C(=S)SCC(=O)Nc1ncc2c(n1)CCCC2=O,2.9,-9.4,-4.4,-1.8,-3.4,6.5,0.2,-5.8,4.5
O=C(NCCc1ccco1)c1cc(COc2cccc(C(F)(F)F)c2)on1,19.1,-12.3,-29.2,-0.8,-4.5,2.8,-6.1,-11.2,3.2
CCOC(=O)CSc1nc2c(sc(=S)n2-c2ccccc2)c(=O)[nH]1,15.2,5.6,-33.1,-2.3,-0.2,2.6,9.4,2.2,1.1
Cc1ccc(C)c(-n2c(SCC(=O)Nc3nnc(C)s3)nnc2-c2ccoc2C)c1,-0.3,-7.7,0.4,-2.8,0.3,-2.1,5.6,-13.7,-2.6
